GSK3beta inhib = inhibitors of human GSK3beta kinase; P49841; GST-GSK3beta kinase, ADP-Glo luminescence, 60 min; hits give low values; activity score (negative = inhibition), % at 10 µM; 300,000 compounds, 0.038% hits; AID 2097;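 active means more than half of replicate wells score below -50%, meaning over 50% inhibition versus plate controls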;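 further: 0% = median DMSO wells and -100% = median GW8510 positive control wells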
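Assay system: GST-tagged human GSK3beta kinase, cell-free; Input: 1.6 ng GSK3beta; Medium: Tris/MgCl2 kinase buffer; Timing: 60 min enzyme reaction, room temperature; Signal: ADP-Glo luminescence quantifying ADP generated by kinase; Evaluation: score relative to plate controls; Benchmarks: DMSO neutral wells and GW8510 at 20 µM as positive.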
KCNQ1 act = human KCNQ1 channel potentiation or activation | 310,000 compounds, 0.35% hits | P51787 | CHO-K1 KCNQ1, thallium flux FluxOR fluorescence; hits give high values | B-score at 10 µM;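 active means fluorescence ratio B-score, a plate-corrected score, at least three library SD, with initial intensity B-score within 5 SD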
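Assay system: CHO-K1 cells stably expressing KCNQ1. Medium: assay buffer for compound exposure, DMSO matched across wells. Timing: 37 °C overnight plating, 90-min dark dye load, 20-min compound pretreatment. Signal: kinetic FluxOR fluorescence, 10 s baseline plus 110 s post-stimulus.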
RGS4 inh = inhibitors of human RGS4; AID 463165; P49798; HEK293 M3R/RGS4 inducible, Fluo-4 calcium flux; hits give high values; triggered by carbachol at its EC20; 310,000 compounds, 0.45% hits; B-score at 10 µM;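 active means B-score, a plate-corrected calcium signal, over three deviations above library mean, with baseline fluorescence within five deviations of library mean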;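 further: RGS4 expression induced by doxycycline in cells with stable M3 receptor; B-score is computed from the integrated fluorescence ratio over baseline after carbachol; higher B-score means a larger calcium signal and so more RGS4 inhibition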
Target sequence (P49798 whole entry, looked up): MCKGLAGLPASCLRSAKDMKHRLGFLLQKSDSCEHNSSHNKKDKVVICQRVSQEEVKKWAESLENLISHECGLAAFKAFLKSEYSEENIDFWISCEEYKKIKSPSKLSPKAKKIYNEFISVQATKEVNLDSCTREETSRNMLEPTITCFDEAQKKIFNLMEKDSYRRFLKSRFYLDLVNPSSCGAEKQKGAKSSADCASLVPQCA
KCNQ1 block = inhibitors of human KCNQ1 potassium channel; P51787; CHO-K1 KCNQ1, FluxOR thallium flux fluorescence; hits give high values; B-score at 10 µM; 310,000 compounds, 1.3% hits;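 active means compounds whose thallium flux B-score, printed positive for inhibition, exceeds three library SD while starting fluorescence stays within three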;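 further: channel opened by potassium depolarization with thallium stimulus after 20 min compound exposure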
GSK3A inh = inhibitors of human GSK-3 alpha kinase. ADP-Glo luminescence, 60 min. inhibition, % at 10 µM. 320,000 compounds, 0.1% hits. AID 2650;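 in the data active means inhibition above about 50%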;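 further: GST-tagged GSK-3 alpha with peptide substrate and 25 µM ATP; 0% = DMSO neutral wells and 100% = GW8510 positive control wells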
RGS4 act = RGS4 potentiation or activation | HEK293 M3R/inducible RGS4, carbachol calcium flux Fluo4; hits give low values | B-score at 10 µM | 310,000 compounds, 0.92% hits | AID 463111;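 active means B-score of the integrated calcium signal more than 4 SD below the library mean, with starting fluorescence not abnormally high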;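 further: negative B-score means reduced calcium response which marks RGS4 activation or potentiation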
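test system = M3R-expressing HEK293 line, RGS4 induced by doxycycline | probe or stimulus = carbachol at ECmax as muscarinic agonist stimulus | timing = dye loading 30 min 37 °C, buffer rest 30 min RT | signal = calcium dye Fluo4 fluorescence | evaluation = B score from integrated fluorescence ratio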
PolyA inhibitor = blocks polyadenylation in yeast reporter cells | AID 1875 | S. cerevisiae SKY197-pL101 polyadenylation reporter, beta-gal luminescence; efflux-impaired pdr1/pdr3 knockout yeast; score 100 = 6 SD above DMSO | calls only at 12 µM | 300,000 compounds, 0.02% hits;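 active means lowest replicate activity score at least 50, where 100 means six control SD above control mean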;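 further: yeast exposed to compound for 9 h at 30 °C; higher score means more reporter readthrough which indicates perturbed polyadenylation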
KCNK3 block = human KCNK3 channel inhibition, primary screen. O14649. CHO-KCNK3 thallium flux, FluxOR fluorescence; hits give low values. B-score at 10 µM. 340,000 compounds, 0.84% hits;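 active means B-score under library mean minus 4 SD, starting fluorescence ratio at most library mean plus 5 SD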;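 further: more negative B-score means stronger inhibition of thallium flux through KCNK3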
Target sequence (O14649 whole entry, looked up): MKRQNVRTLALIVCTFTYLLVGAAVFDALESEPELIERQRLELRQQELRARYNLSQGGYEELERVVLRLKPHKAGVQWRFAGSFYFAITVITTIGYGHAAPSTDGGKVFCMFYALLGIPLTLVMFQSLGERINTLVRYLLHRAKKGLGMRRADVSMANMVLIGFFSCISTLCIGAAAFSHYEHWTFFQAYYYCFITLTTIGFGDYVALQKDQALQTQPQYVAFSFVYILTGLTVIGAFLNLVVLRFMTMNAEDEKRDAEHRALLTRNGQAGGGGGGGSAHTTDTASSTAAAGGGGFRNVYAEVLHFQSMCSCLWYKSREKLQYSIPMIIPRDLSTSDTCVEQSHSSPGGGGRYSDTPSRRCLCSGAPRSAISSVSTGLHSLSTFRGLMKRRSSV
hERG protect = shields human hERG channel from block by proarrhythmic agents; Q12809; CHO-hERG, FluxOR thallium flux, dofetilide IC70 present; activation (rescue from dofetilide block), less the hit threshold, % at 10 µM; 310,000 compounds, 0.51% hits; AID 1511;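 active means activation above the mean of controls blocked by dofetilide plus 5 SD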;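 further: thallium influx through hERG after potassium depolarization seen as dye fluorescence rise; in these data hits start at about 4.7%; inactives centre near -7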
KCNK9 inh = human KCNK9 channel inhibition | Q9NPC2 | 310,000 compounds, 1.2% hits | B-score at 10 µM | HEK293 KCNK9, FluxOR thallium flux fluorescence; hits give low values;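 active means ratio B-score over 3 SD below the library mean, with starting fluorescence within 5 SD of its mean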;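 further: negative B-score means less thallium flux so channel inhibition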
Target sequence (Q9NPC2 whole entry, looked up): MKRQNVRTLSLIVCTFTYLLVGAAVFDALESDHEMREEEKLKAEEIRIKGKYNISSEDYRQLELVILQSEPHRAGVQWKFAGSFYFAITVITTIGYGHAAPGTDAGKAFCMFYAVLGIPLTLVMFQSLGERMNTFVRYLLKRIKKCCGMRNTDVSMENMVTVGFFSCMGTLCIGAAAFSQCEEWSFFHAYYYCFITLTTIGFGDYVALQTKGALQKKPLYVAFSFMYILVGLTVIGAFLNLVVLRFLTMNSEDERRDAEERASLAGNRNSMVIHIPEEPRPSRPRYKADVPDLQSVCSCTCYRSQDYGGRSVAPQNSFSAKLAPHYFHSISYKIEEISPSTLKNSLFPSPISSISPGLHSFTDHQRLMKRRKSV
Dyrk1A ADPGlo = Dyrk1A (rat) kinase inhibition; Q63470; ADP-Glo luminescence, NFATc1 peptide; inhibition, % at 12.5 µM; 310,000 compounds, 0.43% hits; AID 504441; in the data active means inhibition above about 50%;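 further: plate controls were vehicle with enzyme for no effect and no enzyme for full effect; many of its hits are not listed in these tables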
Starred values were filed as active, the others as inactive; i = inactive; . = no result given. The list is partial; count on the stated rates, not on these rows.

SMILES	GSK3beta inhib	KCNQ1 act	RGS4 inh	KCNQ1 block	GSK3A inh	RGS4 act	PolyA inhibitor	KCNK3 block	hERG protect	KCNK9 inh	Dyrk1A ADPGlo
O=C1c2ccccc2C(O)(c2ccccc2)N1c1ccncc1 (stereo not drawn)	-2	i	i	i	3	i	i	i	-6	i	-3
CC1(C)C(=O)Nc2ccccc2N1C(=O)COC(=O)C12CC3CC(CC(O)(C3)C1)C2	-5	i	i	i	0	i	i	i	-2	i	2
O=C(c1cc(-c2ccc3c(c2)OCO3)on1)N1CCN(c2ccc(F)cc2)CC1	1	i	i	i	.	i	i	i	-10	i	-5
Clc1ccccc1CSc1snnc1-c1ccccc1	4	i	i	i	-3	i	i	i	-12	i	4
COc1ccc(OC)c(C2C3=C(CCCC3=O)Nc3nnnn32)c1 (stereo not drawn)	2	i	i	i	-1	i	i	i	-3	i	-2
CCCCOc1ccc(CSCCN=C(N)N)cc1	0	i	i	i	.	i	i	i	-6	i	1
COc1ccccc1C(=O)Nc1ccc2c(c1)nc(CCNC(=O)c1ccco1)n2C	2	i	i	i	0	i	i	i	-4	i	2
Cn1c2ccccc2c2cc(C(=O)N3CCN(CCO)CC3)sc21	1	i	i	i	3	i	i	i	-2	i	-4
O=C(Nc1cc(S(=O)(=O)N2CCOCC2)ccc1N1CCOCC1)c1ccc(S(=O)(=O)N2CCCCC2)cc1	.	i	i	i	-4	i	i	i	-9	i	2
COc1ccc(Cc2nnc(SCC(=O)c3cccc([N+](=O)[O-])c3)n2C)cc1	1	i	i	i	-1	i	i	i	-8	i	.
Cc1ccc(C)c(S(=O)(=O)NC(Cc2c[nH]c3ccccc23)C(=O)O)c1 (stereo not drawn)	3	i	i	i	-2	i	i	i	-4	i	-7
O=C(Cc1c[nH]c2ccccc12)OCCOC(=O)Cc1c[nH]c2ccccc12	0	i	i	i	-2	i	i	i	-12	i	8
CC(=O)N1c2ccc(S(=O)(=O)N3CCCCC3)cc2CC1C(=O)Nc1ccc(C)cc1 (stereo not drawn)	-2	i	i	i	11	i	i	i	-9	i	-5
Cc1ccc(N(C(=O)Cc2cccs2)C(C(=O)NC2CCCC2)c2ccncc2)cc1 (stereo not drawn)	1	i	i	i	-1	i	i	i	-5	i	1
O=C1N=C(N2C=CC(=C3C=CNC=C3)C=C2)/C(=C/N=NC(=O)c2ccccc2)S1	-5	i	i	i	0	i	i	i	-2	i	2
Cc1nc(SCc2ccc(F)cc2)c2oc3ccccc3c2n1	2	i	i	i	-2	i	i	i	-13	i	-4
CCCCn1c(/C=C/c2ccco2)nc2ccccc21	4	i	i	i	-1	i	i	i	-13	i	3
O=C(COc1ccccc1)c1cn(CC(=O)N2CCOCC2)c2ccccc12	1	i	i	i	1	i	i	i	-5	i	1
CC(=O)O/N=C(\N)c1cnn2c(C(F)(F)F)cc(C(F)(F)F)nc12	0	i	i	i	0	i	i	i	-7	i	1
CC(=O)C1=C(C)OC(N)=C(C#N)C1c1cc([N+](=O)[O-])ccc1Cl (stereo not drawn)	-24	i	i	i	0	i	i	i	-7	i	-8
COc1cc(NC(=O)CN2CCCCC2)c(C)cc1[N+](=O)[O-]	-1	i	i	i	-1	i	i	i	-4	i	6
Cc1ccc(N2CC(C(=O)OCC(=O)c3c(N)n(CC(C)C)c(=O)n(C)c3=O)CC2=O)cc1 (stereo not drawn)	0	i	i	i	-1	i	i	i	-15	i	2
COc1ccc(S(=O)(=O)Cc2ccc(C(=O)O)o2)cc1	-3	i	i	i	-2	i	i	i	-1	i	-7
CCC(C)C(=O)Nc1cc(OC)c(OC)cc1C(=O)O (stereo not drawn)	0	i	i	i	-4	i	i	i	-6	i	-1
CC(C)N(C(=O)CSc1nnc(CN2CCCCCC2=O)n1-c1ccccn1)C(C)C	-1	i	i	i	4	i	i	i	-13	i	3
C=CCN(CC=C)C(=O)C(=O)c1cc(C)n(-c2ccc([N+](=O)[O-])cc2)c1C	2	i	i	i	1	i	i	i	-11	i	1
CCc1nnc(NS(=O)(=O)c2ccc(N3C(=O)c4ccccc4C3=O)cc2)s1	5	i	i	i	.	i	i	i	-5	i	-1
Cc1nc2ccn(Cc3ccccc3)c(=O)c2cc1C(=O)N1CCN(c2ccc(F)cc2)CC1	0	i	i	i	0	i	i	i	-11	i	1
CCCOc1ccc(NC2=CC(=O)CC(C)(C)C2)cc1	1	i	i	i	-6	i	i	i	-9	i	-2
CCCOc1ccc(C(=O)Nc2ccc(Cl)cn2)cc1	-1	i	i	i	-5	i	i	i	-7	i	4
COc1ccc(NC(=O)CN2CCN(c3ccccc3)CC2)cc1	1	i	i	i	1	i	i	i	-3	i	-3
c1ccc(-c2cc(-c3ccccc3)ncn2)cc1	2	i	i	i	-1	i	i	i	-10	i	4
COc1cccc(C(=O)Nc2nc(-c3ccc(S(=O)(=O)N4CCOCC4)cc3)cs2)c1	-1	i	i	i	0	i	i	i	-19	i	4
CCOC(=O)N1CCN(S(=O)(=O)c2ccc(C(=O)N(CCCN(C)C)c3nc4cc(OC)ccc4s3)cc2)CC1	-1	i	i	i	2	-7.6*	i	i	-8	i	0
Cc1ccc(NC(=O)c2ccc(NC(=O)c3ccccc3)cc2)cc1C	-1	i	i	i	0	i	i	i	-4	i	4
COc1ccc(C(=O)NCCn2ccc3ccccc32)cc1	1	i	i	i	0	i	i	i	-6	i	5
Cc1ccc(/C=N/NC(=O)CSc2ccccn2)o1	-3	i	i	i	0	i	i	i	-7	i	-2
O=C(NCC(=O)N(Cc1ccco1)C(C(=O)NC1CCCCC1)c1ccncc1)c1cccs1 (stereo not drawn)	0	i	i	i	-3	i	i	i	-15	i	-8
CCCCN(CCCC)C(=O)C[n+]1cccc(/C=N/O)c1	-1	i	i	i	0	i	i	i	-11	i	-6
CCOC(=O)c1cc2occc2n1CC(=O)NC1CCCCC1C (stereo not drawn)	1	i	i	i	-4	i	i	i	-9	i	-9
COc1cc(C(=O)N2CCC(NC(=O)C(Cc3ccccc3)NC(C)=O)CC2)cc(OC)c1OC (stereo not drawn)	-2	i	i	i	0	i	i	i	-1	i	7
OCCC1CN(Cc2ccon2)CCN1Cc1ccccc1 (stereo not drawn)	-7	i	i	i	0	i	i	i	0	i	-6
Cc1ccc2nc(NC(=O)c3ccc(OCC4CCCO4)cc3)sc2c1 (stereo not drawn)	1	i	i	i	11	i	i	i	-10	i	7
CN(C(=O)c1ccc([N+](=O)[O-])cc1)c1ccccc1C(=O)NCc1ccccc1	7	i	i	i	0	i	i	i	-5	i	1
O=S(=O)(Nc1cc(C(F)(F)F)ccc1N1CCOCC1)c1ccccc1	2	i	i	i	0	i	i	i	-7	i	.
Cc1[nH]c2ccccc2c1C(Nc1nccs1)c1ccncc1 (stereo not drawn)	0	i	i	i	1	i	i	i	-14	i	-1
O=C1CCC(=O)N1CCSC(=S)N1CCSCC1	3	i	i	i	-1	i	i	i	-11	i	8
N/C(=N\OCc1ccc([N+](=O)[O-])cc1)c1ccncc1	0	i	i	i	0	i	i	i	-9	i	-1
C/C(Cn1cnc([N+](=O)[O-])n1)=N\NC(=O)c1ccncc1	0	i	i	i	-2	i	i	i	-7	i	-3
COc1cc(OC)c(NC(=O)/C=C/C(=O)O)cc1Cl	2	i	i	i	0	i	i	i	-4	i	.
Cc1c(NC(=O)CN2c3ccccc3CC2C)c(=O)n(-c2ccccc2)n1C (stereo not drawn)	-2	i	i	i	-7	i	i	i	-14	i	-9
CC(=O)Nc1ccc(N2CCCC2)cc1	-1	i	i	i	-3	i	i	i	-12	i	-2
O=C(Oc1ccc(C(=S)N2CCOCC2)cc1Br)c1cc(Cl)ccc1Cl	-2	i	i	i	-1	i	i	-9.4*	-8	-14*	0
Cc1ccc(NC(=O)c2ccc(OC(F)F)cc2)cc1S(=O)(=O)N(C)C	-24	i	i	i	0	i	i	i	-7	i	-1
Brc1ccc2ncnc(Nc3cccc4ccccc34)c2c1	4	i	i	i	-1	i	i	i	-9	i	38
Cc1ccc(NCC(=O)N/N=C/c2cc(O)ccc2[N+](=O)[O-])cc1	2	i	5.2*	i	-3	i	i	i	-9	i	7
OC(COC(c1ccc(F)cc1)c1ccc(F)cc1)CN1CCCC(C(F)(F)F)C1 (stereo not drawn)	1	i	i	i	2	i	i	i	-5	i	-4
CC(c1ccc(F)cc1)n1c(-c2ccc3ccccc3n2)n[nH]c1=S (stereo not drawn)	0	i	i	i	-2	i	i	i	-9	i	-8

An excerpt from above in order of number of heavy atoms, smallest number first:
SMILES	GSK3beta inhib	KCNQ1 act	RGS4 inh	KCNQ1 block	GSK3A inh	RGS4 act	PolyA inhibitor	KCNK3 block	hERG protect	KCNK9 inh	Dyrk1A ADPGlo
CC(=O)Nc1ccc(N2CCCC2)cc1	-1	i	i	i	-3	i	i	i	-12	i	-2
C/C(Cn1cnc([N+](=O)[O-])n1)=N\NC(=O)c1ccncc1	0	i	i	i	-2	i	i	i	-7	i	-3
OCCC1CN(Cc2ccon2)CCN1Cc1ccccc1 (stereo not drawn)	-7	i	i	i	0	i	i	i	0	i	-6
CC(c1ccc(F)cc1)n1c(-c2ccc3ccccc3n2)n[nH]c1=S (stereo not drawn)	0	i	i	i	-2	i	i	i	-9	i	-8
Cc1ccc(NC(=O)c2ccc(OC(F)F)cc2)cc1S(=O)(=O)N(C)C	-24	i	i	i	0	i	i	i	-7	i	-1
Cc1c(NC(=O)CN2c3ccccc3CC2C)c(=O)n(-c2ccccc2)n1C (stereo not drawn)	-2	i	i	i	-7	i	i	i	-14	i	-9
OC(COC(c1ccc(F)cc1)c1ccc(F)cc1)CN1CCCC(C(F)(F)F)C1 (stereo not drawn)	1	i	i	i	2	i	i	i	-5	i	-4
